# GLP-1R agonist: qHTS of GLP-1 Receptor Agonists; Glucagon-like peptide 1 receptor (Homo sapiens), P43220; HEK293 GLP-1R CRE-luciferase, luminescence, 4-6 h; cells express a hypersensitive GLP-1R form; Potency, µM (doses to about 45.6 µM), inactives show top-dose activation, most hits filed as activators; hit rate 0.007% among 380,000; AID 624172, 2012; also: potency is read from the fitted curve at half-maximal effect; % of control where 0% means no effect
# Target sequence (P43220 whole entry, looked up): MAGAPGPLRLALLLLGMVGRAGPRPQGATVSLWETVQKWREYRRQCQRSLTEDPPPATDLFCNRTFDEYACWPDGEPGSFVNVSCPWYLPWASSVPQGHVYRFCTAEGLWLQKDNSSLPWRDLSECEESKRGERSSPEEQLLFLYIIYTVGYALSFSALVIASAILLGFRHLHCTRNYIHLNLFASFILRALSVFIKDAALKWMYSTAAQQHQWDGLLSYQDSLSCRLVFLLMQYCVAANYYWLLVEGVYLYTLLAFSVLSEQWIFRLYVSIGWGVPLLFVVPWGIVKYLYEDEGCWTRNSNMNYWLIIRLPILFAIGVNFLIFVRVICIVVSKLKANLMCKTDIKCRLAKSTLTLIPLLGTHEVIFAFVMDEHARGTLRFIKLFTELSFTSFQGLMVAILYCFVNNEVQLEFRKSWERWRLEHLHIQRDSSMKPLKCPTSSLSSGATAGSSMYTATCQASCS
# PI5P4Ka inh: qHTS for Inhibitors of phosphatidylinositol 5-phosphate 4-kinase (PI5P4K) | Phosphatidylinositol 5-phosphate 4-kinase type-2 alpha (Homo sapiens), P48426 | PI5P4Kalpha enzyme, ADP-Glo luminescence, 60 min; active compounds read low | max response, % | hit rate 1.2% among 330,000 | AID 652105, 2013; active = max response of -50% or lower; inconclusive = between -30% and -50%; inactive = -30% or higher; also: value at the top dose of about 77 µM; % is scaled to controls: 0 for no effect and ±100 for the full control effect
# Target sequence (P48426 whole entry, looked up): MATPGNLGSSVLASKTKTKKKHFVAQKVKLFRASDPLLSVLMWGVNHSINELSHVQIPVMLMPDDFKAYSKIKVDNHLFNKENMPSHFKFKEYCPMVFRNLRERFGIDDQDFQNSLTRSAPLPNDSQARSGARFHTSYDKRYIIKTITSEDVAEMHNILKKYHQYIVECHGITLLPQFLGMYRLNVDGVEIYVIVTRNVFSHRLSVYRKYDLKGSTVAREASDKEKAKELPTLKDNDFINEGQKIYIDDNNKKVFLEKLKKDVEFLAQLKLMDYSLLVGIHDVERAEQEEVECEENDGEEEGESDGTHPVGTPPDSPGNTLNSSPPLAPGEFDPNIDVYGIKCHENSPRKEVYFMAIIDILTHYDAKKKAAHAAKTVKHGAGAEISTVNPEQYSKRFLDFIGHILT
#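 Quantitative HTS of the MLSMR library against PI5P4Kalpha with substrate. ATP added last at 5 microM final; room temperature, 60 minutes. Remaining ATP depleted, ADP converted and read as luminescence.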
# PLK1 PBD block: qHTS for Inhibitors of PLK1-PDB (polo-like kinase 1 - polo-box domain): Primary Screen. Serine/threonine-protein kinase PLK1 (Homo sapiens), P53350. Plk1 PBD binding of FITC phosphopeptide, fluorescence polarization. Potency, µM, without a hit: max response, negative = inhibition, actives largely listed as inhibitors. hit rate 2.8% among 360,000. AID 720504, 2013; also: potency is read from the fitted curve at half-maximal effect; series mostly up to about 57 µM; % is scaled to controls: 0 for no effect and ±100 for the full control effect; nearly all actives have a fitted effect of over 65% in size
# IL-2 act: qHTS of IL-2 Activators. activation, % (series mostly up to about 46 µM). IL-2 activation reporter assay, cell-based qHTS; stimulated with anti-CD3/CD4/CD28 beads; in transgenic mouse T cells. AID 652025, 2013. hit rate 0.065% among 360,000; in the data active = activation above about 50%; inconclusive = mostly about 30% to 49%; also: 0% is about no effect
#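 EGFP and DsRed fluorescence is measured by plate cytometry in unstimulated transgenic mouse T cells exposed to compound for 60 minutes, then stimulated 18 hours at 37 degrees C with anti-CD3/anti-CD4 beads plus anti-CD28.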
# PTHR1 ag: qHTS for PTHR1 Agonists: Primary Screen; HEK293 GP2 PTHR1 cells, GloSensor cAMP luminescence, 1 h; Potency, µM (top dose mostly 115 µM), inactives show at the top dose activation, hits mostly activators; hit rate 0.075% among 410,000; also: potency is read from the fitted curve at half-maximal effect; nearly all actives have a fitted effect of over 55% in size; some results filed as inactive show a strong effect at the top dose; inactives centre near -15; many of its hits are not listed in these tables
#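 HEK-293-derived GP2 cells expressing PTHR1 and a GloSensor cAMP reporter, 3,000/well, plated overnight, given luciferin plus IBMX (each 0.5 mM as added) for 1 h at 37 °C, then compound for 1 h at 37 °C. Luminescence was read after 15 min at room temperature.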
# GLP1R cytotox: qHTS of GLP-1 Receptor Inverse Agonists: Cytotox Screen; hit rate 0.13% among 410,000; AID 624418, 2012; Potency, µM (top dose mostly 38.3 µM), for inactives: at the top dose activity change, negative = inhibition, hits mostly inhibitors; HEK293 cAMP-luciferase reporter cells, luminescence, 24 h;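 also: loss of luciferase light is scored as toxicity; potency is read from the fitted curve at half-maximal effect; % is scaled to controls: 0 for no effect and ±100 for the full control effect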
#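 Compound-treated cells are incubated 24 hr at 37 deg C under 5% CO2 after a 12 hour attachment period, then luciferase detection reagent is added and luminescence is measured following 12 min at room temperature; lowered signal indicates toxicity.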
# EPAC1 antag: qHTS for Antagonist of cAMP-regulated guanine nucleotide exchange factor 3 (EPAC1): primary screen | Potency, µM (highest dose often 115 µM), without a hit: top-dose activity change, negative = inhibition, hits mostly inhibitors | hit rate 0.14% among 360,000 | EPAC1 GEF assay, Rap1b-BODIPY-GDP exchange fluorescence | Rap guanine nucleotide exchange factor 3 (Homo sapiens), O95398;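 also: potency is read from the fitted curve at half-maximal effect; plate controls were vehicle for no effect and positive control for full effect; nearly all actives have a fitted effect of over 50% in size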
# GLP-1R inv ag: qHTS of GLP-1 Receptor Inverse Agonists (Inhibition Mode); Glucagon-like peptide 1 receptor (Homo sapiens), P43220; HEK293 GLP-1R CRE-luciferase, luminescence, 24 h; GLP-1R form is constitutively active; Potency, µM (top dose mostly 38.3 µM), without a hit: at the highest dose activity change, negative = inhibition, actives largely listed as inhibitors; hit rate 1.6% among 410,000; also: potency is read from the fitted curve at half-maximal effect; % is scaled to controls: 0 for no effect and ±100 for the full control effect; nearly all actives have a fitted effect of over 55% in size
#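 Assay principle: reduced luminescence from a cAMP-responsive reporter in HEK293 cells co-expressing a constitutively active GLP-1R. Conditions: 24 hr compound incubation, 37 deg C, 5% CO2.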
# EPAC1 ag: qHTS for Agonist of cAMP-regulated guanine nucleotide exchange factor 3 (EPAC1): primary screen. Rap guanine nucleotide exchange factor 3 (Homo sapiens), O95398. EPAC1 agonist qHTS, biochemical assay; response scale: 100% = response to 6.5 mM cAMP. Potency, µM (titrated, usually from 154 µM), for inactives: top-dose activation, actives largely listed as activators. hit rate 0.073% among 360,000; also: potency is read from the fitted curve at half-maximal effect; nearly all actives have a fitted effect of over 60% in size
#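 Nucleotide exchange assay: 100 nM EPAC1 with 250 nM Rap1B loaded with BODIPY-GDP and 50 uM GDP, room temperature. Fluorescence (480/540 nm) read every 5 min for 30 min; signal change normalized to 6.5 mM cAMP as full agonist.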
# * marks the source's active call; other numbers are inactive results; i = inactive; ? = inconclusive; · = no result given; & = joins results of further samples; [ ] = remark or other dose. Unless noted, calls follow the shape of the dose curve; as a rule, active = well fitted curve in the direction sought with a large enough effect; inconclusive = small, poorly fitted or top-dose-only effect, or another doubt; inactive = no such curve, though single readings can be large; an effect the other way counts as inactive or inconclusive. These rows are one share of the data; the hit share may differ from the screen's.
SMILES,GLP-1R agonist,PI5P4Ka inh,PLK1 PBD block,IL-2 act,PTHR1 ag,GLP1R cytotox,EPAC1 antag,GLP-1R inv ag,EPAC1 ag
Cc1ccc2[nH]c(=O)c(CC(=O)O)c(-c3ccccc3)c2c1,-1.8%,-5.8,8.1%,0.0,i,-6.5%,-6.1%,-0.8%,-1.4%
Cc1ccc(/C=N/NC(=O)NC2CCCCC2)o1,19.1%,-1.1,-0.4%,0.1,i,-9.7%,0.0%,-23.1%,3.7%
CCOc1ccc(NC(=O)c2cccnc2Cl)c([N+](=O)[O-])c1,1.8%,3.6,-8.5%,-1.2,i,6.9%,-0.3%,-13.5%,-1.0%
O=C(NCc1ccccc1Cl)c1ccc(S(=O)(=O)NCc2ccco2)cc1,-6.1%,6.2,-7.7%,-2.5,i,-10.7%,6.1%,?,18.0%
Cn1c(=O)[nH]c(=O)c2c1nc(SCC(=O)Nc1ccccc1)n2Cc1ccccc1,2.7%,-12.0,-7.0%,0.2,-24.3%,-16.1%,-9.2%,12.5%,-15.5%
CC1CCN(CC(=O)Nc2ccccc2Sc2ccccc2)CC1,3.6%,13.1,-7.9%,-2.7,-17.1%,4.7%,-15.5%,4.47µM*,3.4%
CC(C)(C)c1ccc(C(=O)OCC(=O)Nc2sc3c(c2C#N)CCC3)cc1,1.4%,-17.1,0.0%,-3.0,11.9%,-2.7%,6.4%,9.4%,-1.1%
O=C(CCn1c(=S)[nH]c2cc3c(cc2c1=O)OCO3)NCc1ccccc1Cl,-5.5%,-0.9,-8.9%,-4.6,i,1.3%,39.9%[activator],5.5%,-1.9%
COC(=O)c1c(C)c(C)nc(N)c1C#N,-0.3%,1.3,-3.3%,0.7,-0.8%[57.5 µM],14.8%,7.1%,49.9%[activator],5.8%
O=P(c1ccccc1)(c1ccccc1)c1nc(-c2ccccc2)oc1N1CCOCC1,22.2%,-7.8,-10.9%,-4.5,-22.6%,8.9%,-14.9%,?,-3.2%
CCN(c1ccccc1)S(=O)(=O)c1ccc(Cl)c(NC(=O)COC(=O)c2ccc[n+]([O-])c2)c1,4.9%,-13.4,3.2%,2.0,i,-16.6%,8.1%,-29.0%,-2.2%
Cc1cc2c(c(SCC(=O)NCCc3ccccc3)n1)C(=O)OC2,11.6%,1.3,-1.1%,-0.8,i,-14.2%,5.8%,3.1%,-2.9%
COc1ccc(Cl)cc1C(=O)NNC(=O)c1csc(N2CCOCC2)n1,-7.5%,0.9,-1.4%,-0.8,-9.7%,10.0%,-2.6%,34.1%[activator],6.5%
Cn1ncc(N=Cc2ccc([N+](=O)[O-])cc2)c1C(=O)Nc1ccccc1,4.7%,-0.2,-7.2%,-0.8,1.8%,2.6%,-14.3%,8.6%,-2.2%
O=C(NCc1ccccc1Cl)c1cnc2n(c1=O)CCS2,2.8%,-2.5,-10.5%,-2.9,-3.4%,-0.1%,-5.3%,3.3%,-4.9%
Cc1ccc(Cn2c(Cc3ccccc3)nc3ccccc32)cc1,1.4%,8.2,2.3%,-4.3,-75.0%&-30.3%[inhibitor],?,-2.3%,?,11.9%
CCNc1nc(NC(C)CC)nc(Oc2ccc(=O)[nH]n2)n1 (stereo not drawn),10.9%,·,-20.9%,-1.4,-2.1%,-0.4%,27.0%,0.0%,4.2%
Nc1c(C(=O)CSc2nnc(N3CCOCC3)n2-c2cccc(F)c2)c(=O)[nH]c(=O)n1C1CC1,-9.3%,3.3,0.8%,-2.6,i,-1.2%,6.3%,0.5%,5.6%
Cc1ccc2cc3cc(C(=O)N4CCN(c5ccccc5)CC4)sc3nc2c1,-6.1%,·,·,·,i,5.0%,·,-2.4%,·
CC(=O)c1c(C)[nH]c(C(=O)Nc2ccc(Cl)c(S(=O)(=O)N3CCOCC3)c2)c1C,2.1%,4.3,-3.5%,-0.7,-9.6%,0.2%,?,-14.8%,-1.1%
CC(=O)N1N=C(c2ccco2)CC1c1ccc(Cl)o1 (stereo not drawn),-0.7%,-2.4,-5.5%,-1.3,-10.0%,0.9%,14.0%,3.0%,-3.1%
Cc1cccc(CN2CCC(C(N)=O)CC2)c1,0.8%,·,0.7%,1.4,-2.7%[57.5 µM],-7.1%,11.8%,2.1%,7.0%
Cc1ccc(O)c(/C=N/NC(=O)CN2CCCC2)c1,2.9%,2.3,1.4%,0.1,-12.6%,3.8%,5.1%,?,-5.2%
COc1ccc2[nH]cc(CCNC(=O)Cc3c(F)cccc3Cl)c2c1,0.3%,2.1,-7.2%,-0.3,-12.8%,15.8%,-6.4%,-19.9%,1.5%
CS(=O)(=O)N1CCC(C(=O)NNC(=O)Nc2ccc(F)c(Cl)c2)CC1,0.6%,7.2,-11.2%,-4.1,-0.8%,3.5%,5.9%,8.1%,-1.7%
COc1ccccc1CC(=O)NCC1CCCO1 (stereo not drawn),-3.1%,2.0,-10.8%,0.1,-19.7%[57.5 µM],-4.3%,3.7%,-10.5%,-6.7%
Cc1cc(C)nc(N2CCCC(C(=O)Nc3ccc(F)cc3)C2)n1 (stereo not drawn),-0.6%,-8.4,-4.1%,0.2,-18.1%,-6.7%,-6.0%,-21.6%,0.0%
C[C@@H](NC(=O)c1nc[nH]c1C(=O)N[C@@H](Cc1ccccc1)C(=O)OCc1ccccc1)c1ccccc1,-2.1%,-1.7,-6.4%,-0.7,-17.5%,-17.6%,-21.2%,?,-6.5%
CCCn1c(CCNc2nc(-c3cccc(Br)c3)cs2)nc2ccccc21,0.7%,17.6,9.8%,-0.4,i,-2.4%,0.3%,3.8%,9.1%
O=c1[nH]c(Cc2cccs2)nc2ccccc12,0.3%,·,-2.6%,-0.8,i,4.0%,12.3%,0.6%,3.8%
C=CCn1c(Cc2ccccc2)nnc1SCc1nc2ccccc2c(=O)[nH]1,-1.7%,-4.6,-13.2%,-0.3,i,-4.8%,4.0%,2.1%,-8.6%
CN1CCSc2ccc(C(=O)Nc3cccc(F)c3)cc21,11.7%,-2.6,-12.0%,-3.9,-25.0%,-5.2%,6.3%,?,11.5%
COc1cccc(C(C(=O)NC2CCCC2)N2CCN(c3ncccc3C#N)CC2)c1OC (stereo not drawn),·,-2.1,-12.6%,0.4,i,1.5%,11.7%,12.9%,4.4%
O=[N+]([O-])c1ccc(N2CCN(c3ccccc3)CC2)nc1,7.2%,6.8,-9.5%,0.3,-16.1%,14.9%,-7.9%,44.5%[activator],-1.3%
Cc1ccc(NS(=O)(=O)c2ccc(C(=O)N3CCN(c4ncccn4)CC3)cc2)cc1,1.7%,10.3,?,-1.0,?,-9.5%,5.0%,-19.4%,-11.4%
CC(C)(C)c1ccc(OC(=O)c2cccnc2)cc1,4.3%,-6.5,-6.0%,-2.6,-19.3%,-0.9%,6.3%,4.8%,-6.1%
O=C(c1ccc(=O)oc1)N1CCCc2ccccc21,-10.1%,-57.2*,?,0.7,i,6.2%,-3.8%,-1.1%,6.2%
O=S(=O)(Nc1nc2ccccc2nc1NCC1CCCO1)c1ccc(F)cc1 (stereo not drawn),1.4%,1.8,-5.3%,0.0,-72.2%[inhibitor],-8.7%,?,-10.9%,3.2%
Cc1ccc(NC(=O)Cc2nc(CN(C)CC(=O)Nc3ccc(C)cc3)cs2)cc1,18.0%,-0.5,-4.0%,-0.6,-2.8%,2.6%,2.8%,-23.4%,16.1%
O=C(CCNC(=O)c1ccccc1)NN=Cc1ccc(Br)o1,5.4%,-19.9,-23.3%,0.3,i,4.5%,3.6%,-0.6%,-3.5%
CCOC(=O)c1[nH]c2ccc(OC)cc2c1NC(=O)CCN1CCc2ccccc2C1,4.0%,2.1,-5.3%,0.8,-15.8%,-19.3%,-12.8%,-33.2%,1.0%
O=C(COc1cccc2c1CCN(Cc1ccccc1F)C2=O)N1CCCCC1,15.0%,-3.3,4.6%,-1.7,-34.1%[inhibitor],-9.6%,4.2%,-24.3%,-5.7%
COc1cc(Cl)cc(/C=C/c2ccc3cccc(O)c3n2)c1OC,5.7%,-0.3,3.5%,12.2,-2.2%,-0.1%,-1.3%,-2.2%,1.6%
Cc1ccc(NC(=O)C2CCCN(S(=O)(=O)c3ccc4[nH]c(=O)ccc4c3)C2)nc1 (stereo not drawn),-0.4%,3.4,-8.6%,-1.4,i,-1.0%,5.9%,38.1%[activator],-3.7%
CC1CCN(C(=O)CCc2nc3cc(S(=O)(=O)N(C)C)ccc3n2C)CC1,-2.2%,·,-1.2%,-0.1,-0.6%[57.5 µM],0.8%,6.5%,8.1%,2.1%
Cc1nn(C(C)(C)C)c(OC(=O)c2ccc3c(c2)OCO3)c1S(=O)(=O)c1ccccc1,-5.9%,0.4,-1.1%,-0.7,-0.6%[57.5 µM],-5.7%,-7.2%,10µM*,10.2%
Cc1ccc(NC(=O)CS(=O)CC(=O)N(CC(=O)NC2CCCC2)c2cc(C)ccc2C)cc1 (stereo not drawn),-1.3%,·,-5.5%,-0.3,-23.1%[57.5 µM],-20.8%,6.2%,1.6%,4.8%
